p47phox inh – p47phox (human) inhibition. p47phox/p22phox peptide binding, fluorescence polarization, 2 h. inhibition, % at 24.7 µM. 0.53% of 220,000 active;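 active = inhibition above about 30%, limit read from the data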;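 note: 0% = p47phox with labelled peptide and 100% = labelled peptide alone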
Target sequence (P14598 whole entry, looked up): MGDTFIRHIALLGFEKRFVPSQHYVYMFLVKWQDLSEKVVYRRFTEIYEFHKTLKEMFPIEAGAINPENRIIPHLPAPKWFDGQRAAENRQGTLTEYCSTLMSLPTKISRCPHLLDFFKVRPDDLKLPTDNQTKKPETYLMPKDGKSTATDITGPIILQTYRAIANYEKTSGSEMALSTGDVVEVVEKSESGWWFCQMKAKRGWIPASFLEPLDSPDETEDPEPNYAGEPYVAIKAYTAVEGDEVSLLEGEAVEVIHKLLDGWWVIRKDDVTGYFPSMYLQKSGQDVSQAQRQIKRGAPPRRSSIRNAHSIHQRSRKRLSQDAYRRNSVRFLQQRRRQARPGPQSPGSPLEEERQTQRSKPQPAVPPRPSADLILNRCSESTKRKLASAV
Mdm2 ligase inh – Mdm2 E3 ligase (human) inhibition | Q00987 | cell-based MDM2 ubiquitination luciferase reporter, 2 h; 0 = plate control, 100 = twice control, blank-subtracted | signal enhancement, % at 5 µM | 0.11% of 210,000 active | AID 1230;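 active = signal enhancement of 30% or more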;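 note: luminescence tracks abundance of the self-degrading MDM2-luciferase fusion protein; higher signal means inhibition of MDM2 E3 ligase activity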
Target sequence (Q00987 whole entry, looked up, the tested form may be a part): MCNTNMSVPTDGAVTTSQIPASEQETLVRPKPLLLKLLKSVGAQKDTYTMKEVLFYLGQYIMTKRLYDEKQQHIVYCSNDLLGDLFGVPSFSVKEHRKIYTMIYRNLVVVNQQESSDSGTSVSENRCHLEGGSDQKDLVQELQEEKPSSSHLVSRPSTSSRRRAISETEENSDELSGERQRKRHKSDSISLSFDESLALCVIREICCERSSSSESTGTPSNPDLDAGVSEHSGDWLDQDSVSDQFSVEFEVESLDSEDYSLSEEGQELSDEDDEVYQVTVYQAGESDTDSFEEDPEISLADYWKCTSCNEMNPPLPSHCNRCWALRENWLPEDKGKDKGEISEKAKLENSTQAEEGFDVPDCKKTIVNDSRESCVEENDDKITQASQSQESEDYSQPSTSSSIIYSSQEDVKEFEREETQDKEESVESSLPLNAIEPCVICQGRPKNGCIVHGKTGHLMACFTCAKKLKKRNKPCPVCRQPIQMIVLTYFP
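Assay system: stable mammalian line carrying autodegrading MDM2–luciferase fusion reporter; amount: 2000 cells seeded into each well; buffer or medium: DMEM; benchmarks: plate control and blank wells; signal: luciferase luminescence; timing: 2 h compound exposure at 37 °C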
TRPML3 agonist – agonists of human TRPML3 channel; Q8TDD5; activation, % at 3 µM; 0.29% of 220,000 active; HEK293 TRPML3-YFP, Fluo-8 calcium fluorescence; 100% = the carbachol control signal;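 active = activation above its plate's cutoff, the mean activation of the plate's test wells plus 3 SD, cut at about 12% in these data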;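 note: 0% = DMSO only wells and 100% = carbachol wells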
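Test system – HEK293 line with stable expression of human TRPML3-YFP channel · Control set – carbachol 87 µM final as high control (100%), DMSO as low control (0%) · Signal – Fluo-8 calcium dye fluorescence, ex 470-495, em 515-575 nm · Incubation – 1-h 37 °C dye load, 5-s basal, 120-s post-compound reads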
EBV gp42 inh – EBV gp42 inhibition | 0.42% of 220,000 active | Fluorescence polarization binding assay, mP read-out | inhibition, % (tested at 21.74 µM) | Q1HVG2; in the data active = inhibition above about 50%
PPC-1+TRAIL kill – kills PPC-1 cancer cells in the presence of TRAIL | PPC-1 cells + TRAIL, ATPLite viability luminescence | cell killing (% activity), % at 4 µM | 0.41% of 220,000 active;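 active = cell killing above 50% in the first pass at 4 µM, then a duplicate retest at 5 µM averaging 50% or more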;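 note: plate controls were cells with TRAIL plus DMSO for no effect and medium-only wells lacking cells for full effect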
Runt-SMMHC FRET – Runt domain-CBFb-SMMHC interaction inhibition; Q01196+Q13951; Cerulean-Runt/Venus-CBFb-SMMHC FRET ratio 530/480, 1 h; inhibition, % at 20 µM; 0.74% of 220,000 active; AID 1434;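 active = mean inhibition across duplicate retests at 20 µM reaching about 50%, limit read from the data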;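 note: 0% = DMSO wells and 100% = wells with excess untagged CBFb-SMMHC; inhibitors lower the FRET ratio by blocking Runt binding to CBFb-SMMHC; some results filed as inactive read as strong as hits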
TNF death inh – blocks TNF-alpha induced death of Jurkat FADD-/- cells; Jurkat FADD-/- TNF necroptosis rescue, ATP luminescence, 24 h; 0 = TNF only, 100 = no-TNF cells; AID 463075; 0.068% of 220,000 active; activation (protection from cell death), % at 10 µM;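 active = activation, meaning protection from cell death, of at least 50% relative to plate controls; inactive = activation below 50%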;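 note: necroptosis triggered by 40 ng/mL TNF-alpha added together with compound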
CHOP inhibitor – blocks CHOP induction under ER stress | CHO-K1 CHOP-promoter luciferase, tunicamycin-induced, 15-18 h | inhibition, % at 10 µM | 3.8% of 220,000 active | AID 2732;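 active = compounds that reduced the stress-induced luciferase reporter signal by more than about 70% of percent inhibition, limit read from the data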;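 note: 0% = tunicamycin plus vehicle and 100% = wells without tunicamycin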
TRPN1 ag – activates the zebrafish TRPN1 channel | activation, % at 3 µM | 0.18% of 220,000 active | HEK293 zebrafish TRPN1-YFP, Fluo-8 calcium fluorescence; 100% = response to 87 µM carbachol;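 active = activation above its plate's cutoff, the mean activation of test wells on that plate plus 3 SD, cut at about 19% in these data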;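 note: 0% = DMSO alone and 100% = 87 µM carbachol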
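System: zebrafish TRPN1-YFP in HEK293 cells / Dosing: 3 µM single point / Timing: dye loading 1 h at 37 °C, then 30 min room temperature / Signal: Fluo-8 calcium fluorescence, excitation 470-495 nm, emission 515-575 nm / Read-out basis: percent activation from peak over basal fluorescence ratio, control-normalized / Control set: high carbachol 87 µM, low DMSO alone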
Active calls of the source: *; . = not tested or not shown; [ ] = dose if it differs, or a comment.

molecule	TRPN1 ag	TRPML3 agonist	CHOP inhibitor	Runt-SMMHC FRET	EBV gp42 inh	p47phox inh	PPC-1+TRAIL kill	TNF death inh	Mdm2 ligase inh
Cc1ccc(CNC(=O)Cn2cccc2C(=O)c2ccccc2C)cc1	-1.5	-0.7	0	4	5	-10	14	-1.0	-19
O=C(COC(=O)c1ccc2c(c1)C(=O)N(CCc1ccccc1)C2=O)Nc1ccc(OC(F)F)cc1	0.3	0.1	20	-2	-16	-8	-16	1.4	8
Cc1ccc(Cn2ccc(NC(=O)c3c(-c4ccccc4Cl)noc3C)n2)cc1	-0.4	1.3	58	-1	-30	-13	1	1.1	-15
CCC(CC)C(=O)Nc1cc(C)c2c(=O)oc3ccccc3c2n1	.	.	79*	0	-6	-22	21	0.0	-9
Cc1ccc2nc(=O)c(NNc3ccccc3)cnc2c1	-0.5	-0.1	34	1	-23	4	3	0.4	-6
O=C1CCC(=O)N1CCSC(=S)N1CCOCC1	0.2	0.5	-3	2	-9	8	-6	2.0	-2
COCCN1Cc2cccc(C(=O)Nc3ccc(-c4nc5ccccc5[nH]4)cc3)c2C1=O	-1.0	0.6	4	-9	-19	-9	5	1.1	3
COc1ccc(CCN(C)C(=O)CN2C(=O)c3ccccc3S2(=O)=O)cc1OC	-0.3	0.1	19	-1	-25	-8	6	-3.4	-17
COc1ccc(Cl)cc1N1C(=O)C2CCCN2C1c1ccc(F)c(F)c1 (configuration not stated)	-0.2	-1.1	55	2	-12	-1	16	1.5	-18
COc1ccccc1CCNC(=O)C(=O)NCC1OCCN1S(=O)(=O)c1ccc(Br)cc1 (configuration not stated)	0.8	0.1	59	0	-16	-39	-7	1.6	-12
COc1ccc(C(=O)NCc2ccc(-c3nc4ccccc4s3)cc2)cc1	-1.9	0.0	55	-2	-13	-10	19	-4.7	2
C/C(=N\Nc1nccnc1Cl)c1ccc([N+](=O)[O-])cc1	-0.6	0.1	26	0	-18	11	3	-5.2	-11
CCOC(=O)C1=C(C)Nc2[nH]c(=O)[nH]c(=O)c2C1c1cccs1 (configuration not stated)	0.1	0.8	-2	1	3	3	-4	0.0	.
COCCN1C(=O)N(C)[C@@H](c2ccccc2)C(C(C)=O)=C1C	.	.	0	-1	-3	-17	4	0.8	19
Oc1ccc(Oc2ncc(Cl)cc2Cl)cc1	-0.3	0.0	3	0	0	3	7	-0.6	6
COc1ccc(/C=C/C(=O)Nc2ccc3c(c2)CCC3)cc1OC	0.2	-0.6	4	-3	-11	-14	5	-1.6	-4
CCOc1ccc(Nc2nc(N)nc(CN(C)C3CCCCC3)n2)cc1	0.7	-0.3	1	0	5	-7	28	5.0	-7
COC(=O)c1sccc1NC(=S)Nc1ccc(F)cc1	0.0	-0.2	18	2	-2	-1	2	0.7	-9
Brc1ccccc1-c1nnc(CSc2nnnn2-c2ccccc2)o1	0.1	0.1	-15	-6	-2	-31	26	0.2	-9
CCS(=O)(=O)N1CCN(S(=O)(=O)c2ccc(F)cc2)CC1	-0.8	0.8	-18	-1	-26	-4	21	-1.6	6
CCC(C)Sc1nc2c(c(=O)[nH]c(=O)n2C)n1CC(O)COc1cccc2ccccc12 (configuration not stated)	-0.3	0.3	63	-8	-13	4	0	-4.5	-16
CCC(=O)N(Cc1ccc(S(N)(=O)=O)cc1)C1CC(=O)N(c2ccccc2)C1=O (configuration not stated)	1.9	0.8	13	-3	2	-6	5	0.1	-9
CCNS(=O)(=O)c1ccc(NC(=O)c2cncc(Br)c2)cc1	2.1	1.6	24	6	-6	-8	8	1.4	-6
O=[N+]([O-])c1cccnc1N1CCC(c2cc(-c3cccc(C(F)(F)F)c3)n[nH]2)CC1	-0.8	0.4	103*	-5	-5	-14	10	-0.6	-16
O=C(CN1c2ccccc2Sc2ccccc21)N/N=C/c1ccc(Cl)cc1Cl	0.0	0.3	21	0	-5	-14	-1	0.4	-14
CC(C)OCCCNc1ncc2c(n1)CC(c1ccccc1)CC2=O (configuration not stated)	-1.6	0.2	5	14	-17	-16	18	-1.9	0
Cc1c(Cl)cccc1NC(=O)CSCc1cc(=O)[nH][nH]1	1.3	-0.1	-11	-2	3	-29	6	-1.0	-6
CCN(C(=S)NCc1ccccc1)c1cccc2ccccc12	-1.4	0.6	16	-4	2	-7	-1	-0.8	-8
CC(C)OC(=O)c1sc2nc(-c3ccccc3)ccc2c1N	1.4	0.4	83*	4	-18	-16	32	1.1	3
CS(=O)(=O)N(C(=O)NC(=O)NC1CCS(=O)(=O)C1)C1CCCCC1 (configuration not stated)	0.8	0.8	5	5	-3	3	6	-2.6	2

Some of these compounds in order of count of non-hydrogen atoms, ascending:
molecule	TRPN1 ag	TRPML3 agonist	CHOP inhibitor	Runt-SMMHC FRET	EBV gp42 inh	p47phox inh	PPC-1+TRAIL kill	TNF death inh	Mdm2 ligase inh
CCNS(=O)(=O)c1ccc(NC(=O)c2cncc(Br)c2)cc1	2.1	1.6	24	6	-6	-8	8	1.4	-6
CCOC(=O)C1=C(C)Nc2[nH]c(=O)[nH]c(=O)c2C1c1cccs1 (configuration not stated)	0.1	0.8	-2	1	3	3	-4	0.0	.
Cc1ccc(CNC(=O)Cn2cccc2C(=O)c2ccccc2C)cc1	-1.5	-0.7	0	4	5	-10	14	-1.0	-19

Next section
molecule	TRPN1 ag	TRPML3 agonist	CHOP inhibitor	Runt-SMMHC FRET	EBV gp42 inh	p47phox inh	PPC-1+TRAIL kill	TNF death inh	Mdm2 ligase inh
O=C(NCCC1=CCCCC1)C1COc2ccccc2O1 (configuration not stated)	-2.0	-0.2	-35	0	-29	0	-23	3.3	-14
Cc1csc(NC(=O)/C=C/c2ccco2)n1	2.3	1.7	0	0	-11	-13	11	0.9	-20
O=S(=O)(Nc1ccc2c(c1)OCO2)c1ccc(Br)s1	-1.2	0.2	6	5	5	-9	-8	3.8	-3
CC(C)CN(CC(C)C)S(=O)(=O)N1CCC(C(=O)NCCN2CCOCC2)CC1	1.2	-0.1	9	-6	-14	-15	2	-4.3	-7
CCOC(=O)c1ccc2ncc(C(=O)OCC)c(Nc3ccc(N4CCOCC4)cc3)c2c1	1.0	1.4	42	1	3	-8	15	-0.5	-8
CS(=O)(=O)N(CC(=O)Nc1cc(Cl)ccc1Cl)c1ccccc1Cl	-0.5	-0.2	24	1	-2	-12	25	5.4	-8
COc1ccc(-n2nc(C(=O)NCC(=O)NCc3ccccc3OC)c3ccccc3c2=O)c(OC)c1	-0.4	0.1	-9	1	-1	-1	-7	3.2	-2
O=C(Cn1cnc2c(cnn2-c2ccccc2Cl)c1=O)N1CCc2ccccc21	-0.6	0.9	44	-16	-23	-10	-31	-3.7	.
c1ccc2c(c1)NC1(CCCCC1)n1c-2nc2ccccc21	-1.8	-1.2	-25	22	-9	-11	7	-1.4	-3
O=C(CN1CCOCC1)Nc1cc(Cl)ccc1Cl	2.1	0.1	32	-2	-8	-12	12	0.9	10
COc1ccc(C(=O)C2CCCN(Cc3ccc4nonc4c3)C2)c(C)c1 (configuration not stated)	0.1	0.9	20	1	-13	-1	6	-0.5	-8
COC(=O)CSc1[nH]c2ccc(F)cc2c1[N+](=O)[O-]	3.3	0.6	13	-23	-9	-11	-12	0.9	.
COc1ccc(-c2nn(-c3ccccc3)cc2/C=N/NS(=O)(=O)c2ccccc2)cc1	-2.3	-0.7	38	0	-11	-17	11	-1.3	-4
CCc1cc2cccc(C)c2nc1SCC(=O)c1ccc(NC(C)=O)cc1	0.6	0.3	32	3	-30	-17	7	-1.7	-4
CC(=O)Nc1ccc(NC(=O)C(C)Oc2ccc(Cl)cc2Cl)cc1 (configuration not stated)	0.9	0.4	2	3	5	2	4	-1.5	5
COc1ccc(/C=C(/C(=O)c2ccc(Cl)cc2Cl)n2cncn2)cc1	2.4	2.5	56	0	8	-2	32	-9.3	-11
COc1ccc(/C=N/NC(=O)c2cccc(NC(C)=O)c2)c(OC)c1	1.5	1.0	0	-6	-5	-3	.	0.7	0
COc1cccc2c1OCC/C2=N\NC(=O)COc1ccc(C)cc1	0.3	0.3	7	-1	-10	-10	22	1.1	-8
CC(C)c1ccc(CNc2ccc([N+](=O)[O-])cn2)cc1	-2.4	-0.5	83*	3	-2	-13	2	5.4	-2
Cc1cc(C)c2c(-n3cccc3)c(NC(=O)OC(C)C)sc2n1	2.9	1.1	-14	2	0	-10	14	-5.5	2
CCn1c(C2CC(=O)N(Cc3ccccc3)C2)nc2ccccc21 (configuration not stated)	0.0	-0.4	24	-1	2	1	18	-0.1	-6
COc1cccc(C(=O)Nc2ccc(NC(=O)c3ccco3)nc2)c1	0.8	-0.3	14	-2	1	1	29	1.3	-18
O=C1ON=C(c2ccccc2)/C1=C\c1ccco1	2.1	1.7	-13	37	-13	-26	5	-6.5	-9
CC(C)N(C(=O)COC(=O)c1ccccc1C(=O)c1ccc(Cl)c([N+](=O)[O-])c1)C(C)C	-2.0	0.6	-26	5	-1	-7	16	-8.8	-9
COc1cc2c(cc1/C=C1/NC(=O)N(CC(=O)Nc3ccccc3)C1=O)OCO2	-0.6	0.9	102*	-82	-34	8	8	0.6	-3
C[C@H](NC(=O)OC(C)(C)C)c1nnc(SCC(N)=O)o1	0.7	0.8	27	0	-11	-3	-7	0.1	-4
COCc1ccc(C(=O)N2CCc3c([nH]c4ccccc34)C2c2ccccn2)s1 (configuration not stated)	-1.1	0.8	7	2	10	4	14	0.6	-1
CCOc1cc(/C=C/C(=O)c2ccc(C)cc2)ccc1OCC(=O)N(C)C	0.3	0.3	-7	-23	-16	-12	14	-17	0
O=C(CNC(=O)c1ccc(S(=O)(=O)N2CCCC2)cc1)N/N=C/c1ccco1	0.3	1.0	7	-1	10	3	31	0.7	-14
O=C1CSC(=NC(=O)c2ccccc2)N1	2.2	0.3	14	-1	-15	-8	-1	0.3	-8
COc1ccc(NC(=O)N(Cc2cc3cc(OC)ccc3[nH]c2=O)CC2CCCO2)cc1 (configuration not stated)	1.5	0.3	27	-4	-9	0	4	-4.8	-9
O=C(/C=C/c1ccc2ccccc2n1)N1CCN(c2ccccc2)CC1	2.2	2.6	0	-5	-9	-10	28	0.3	-47
N#Cc1cnn2c(-c3cccc(C(F)(F)F)c3)ccnc12	-1.4	-0.5	17	6	-2	1	4	-2.8	-12
Cc1ccc(NC(=O)CN(C)S(=O)(=O)c2cnc[nH]2)cc1C	1.9	0.6	18	66	-1	-9	18	0.7	-12
N#CCC(=O)N1CCN(C=O)CC1	1.6	1.2	3	2	-6	-1	6	0.8	-12
OC(c1cc(-c2ccc(Cl)cc2)nc2ccccc12)C1CCCCN1 (configuration not stated)	-0.8	2.5	16	0	-4	-42	9[5 µM]	-30	-7
CCOC(=O)c1c(C)[nH]c(C(=O)C(C)Cl)c1C (configuration not stated)	-1.3	-0.1	-143	0	-20	-8	16	11	-1

Compound activity (PubChem BioAssay)
